Screening results deposited in PubChem by several laboratories.
DAX1 inh-1: NR0B1 (DAX1) inhibition | AID 504766 | actives 0.99% (n = 340,000) | HEK293 Gal4-DAX1 luciferase reporter, luminescence | inhibition, % at 6.75 µM | P51843;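 active = inhibition above the mean over all tested compounds plus 3 SD, cut at about 4.2% in these data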;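 also: 0% = DAX1-transfected cells with DMSO and 100% = empty-vector control cells with DMSO; inhibition shows as a rise in luminescence from relieved DAX1 repression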
ADAM17 inh: inhibitors of human ADAM17 | P78536 | recombinant ADAM17, EDANS/DABCYL FRET peptide cleavage | inhibition, % at 6.95 µM | actives 0.83% (n = 370,000) | AID 720648;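 active = inhibition above the mean of compounds lying between control limits plus 3 SD, set per campaign, cut at about 8.5% in these data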;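 also: 0% = DMSO-only wells as the low control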
ssDAF-12 act: activates DAF-12 receptor from parasite S. stercoralis; HEK293 ssDAF-12/GRIP1 lit1-tk-luc reporter, luminescence; % of 3 µM dafachronic acid response; activation, % at 6.8 µM; actives 1% (n = 370,000); AID 652126;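 active = activation above the mean over all tested compounds plus 3 SD, cut at about 0.9% in these data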;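 also: 0% = DMSO-only wells and 100% = 3 µM delta7-dafachronic acid wells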
DAX1 inh-2: inhibitors of DAX1 repression of SF-1 activated StAR promoter; actives 1.1% (n = 370,000); inhibition, % at 6.8 µM; AID 652010; HEK293T StAR-luciferase reporter, SF-1/DAX-1 repression relief;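 active = inhibition above the mean over all tested compounds plus 3 SD, cut at about 3.6% in these data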;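 also: 0% = DAX-1 cells with DMSO and 100% = cells lacking DAX-1 with DMSO; higher inhibition means more luminescence from relief of DAX-1 repression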
hcDAF-12 act: H. contortus DAF-12 activation, primary screen; HEK293 hcDAF-12 lit1-tk-luc reporter, luminescence; 0% DMSO, 100% Δ7-dafachronic acid; activation, % at 6.8 µM; actives 1.4% (n = 370,000); AID 652067;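 active = activation above the mean of all tested compounds plus 3 SD, cut at about 5.5% in these data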;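 also: 100% = response to 3 µM Δ7-dafachronic acid high control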
PLC-gamma1 inh: blocks human PLC-gamma1 enzyme activity | actives 0.84% (n = 370,000) | P19174 | AID 720700 | purified PLC-gamma1, fluorogenic substrate, fluorescence | inhibition, % at 12.2 µM; in the data active = inhibition above about 9.5%
SMARCA2 act: activators of SMARCA2 function | MG213 cells, MMTV-luciferase reporter, dexamethasone, overnight | activation, % at 9.1 µM | actives 1% (n = 370,000) | AID 652017; in the data active = activation above about 7.8%;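 also: 0% = vehicle wells and 100% = reference activator wells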
Rev-erbA mod: Rev-erb alpha (human) modulation; P20393; Rev-erbα–FITC-DNA binding, fluorescence polarization, 90 min; activity, % at 10 µM; actives 0.79% (n = 370,000); AID 1259318;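 active = activity above about 14%, limit read from the data; passing the limit was not always enough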;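 also: 0% = DMSO wells with 35 nM protein and 100% = DMSO wells with 750 nM protein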
PLC-beta3 inh: PLC-beta3 (human) inhibition, primary screen; Q01970; Purified PLC-beta3, fluorogenic substrate, fluorescence; inhibition, % at 12.2 µM; actives 0.18% (n = 370,000); AID 720704; in the data active = inhibition above about 11%;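 also: 0% = median of compound wells on plate and 100% = full blocker control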
Target sequence (Q01970 whole entry, looked up): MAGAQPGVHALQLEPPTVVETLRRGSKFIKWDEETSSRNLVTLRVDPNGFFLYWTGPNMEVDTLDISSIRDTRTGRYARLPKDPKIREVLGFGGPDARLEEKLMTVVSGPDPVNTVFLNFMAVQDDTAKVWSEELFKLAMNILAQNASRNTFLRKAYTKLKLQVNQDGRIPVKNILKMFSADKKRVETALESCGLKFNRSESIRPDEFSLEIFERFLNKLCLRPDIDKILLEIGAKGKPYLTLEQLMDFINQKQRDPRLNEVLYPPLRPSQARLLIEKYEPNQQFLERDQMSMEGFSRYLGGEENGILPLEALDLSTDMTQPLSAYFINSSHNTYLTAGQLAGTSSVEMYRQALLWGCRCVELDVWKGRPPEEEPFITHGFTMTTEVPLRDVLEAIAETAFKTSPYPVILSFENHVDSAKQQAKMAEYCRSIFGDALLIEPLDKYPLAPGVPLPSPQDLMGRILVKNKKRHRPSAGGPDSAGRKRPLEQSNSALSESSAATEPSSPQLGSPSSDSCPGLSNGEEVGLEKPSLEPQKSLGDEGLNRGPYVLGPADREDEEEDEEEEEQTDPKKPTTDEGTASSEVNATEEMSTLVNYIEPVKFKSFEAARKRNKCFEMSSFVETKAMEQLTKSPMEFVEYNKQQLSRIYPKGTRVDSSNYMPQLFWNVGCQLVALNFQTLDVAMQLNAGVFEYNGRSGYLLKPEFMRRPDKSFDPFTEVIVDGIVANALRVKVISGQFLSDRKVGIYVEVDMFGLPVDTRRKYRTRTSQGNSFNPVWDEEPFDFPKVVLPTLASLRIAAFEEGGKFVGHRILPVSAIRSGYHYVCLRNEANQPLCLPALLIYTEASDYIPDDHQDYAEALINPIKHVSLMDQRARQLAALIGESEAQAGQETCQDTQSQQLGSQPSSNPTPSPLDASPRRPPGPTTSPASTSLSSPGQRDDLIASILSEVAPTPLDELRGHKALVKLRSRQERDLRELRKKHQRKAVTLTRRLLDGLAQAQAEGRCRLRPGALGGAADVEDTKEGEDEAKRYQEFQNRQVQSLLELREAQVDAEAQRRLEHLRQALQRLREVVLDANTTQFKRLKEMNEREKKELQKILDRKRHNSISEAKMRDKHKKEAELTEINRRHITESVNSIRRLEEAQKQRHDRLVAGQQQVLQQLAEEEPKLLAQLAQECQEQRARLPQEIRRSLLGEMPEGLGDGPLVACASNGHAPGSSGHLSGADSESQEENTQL
MBD2 inh: MBD2-methylated oligo binding inhibition | Q9UBB5 | TR-FRET, MBD2 binding to methylated oligonucleotide | inhibition, % at 4.4 µM | actives 0.31% (n = 370,000) | AID 686964; in the data active = inhibition above about 13%
hgDAF-12 ag: agonists of H. glycines DAF-12 nuclear receptor; HEK293 GAL4-hgDAF12 UAS-luciferase reporter, agonist luminescence; normalized to butyrate control; activation, % at 6.8 µM; actives 1.8% (n = 370,000); AID 687014;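 active = activation above a cutoff set at the mean of all screened compounds plus 3 SD, cut at about 10% in these data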;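 also: 0% = DMSO wells and 100% = sodium butyrate wells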
* = called active by the depositor; . = not tested or not shown.

SMILES	DAX1 inh-1	ADAM17 inh	ssDAF-12 act	DAX1 inh-2	hcDAF-12 act	PLC-gamma1 inh	SMARCA2 act	Rev-erbA mod	PLC-beta3 inh	MBD2 inh	hgDAF-12 ag
O=C1CC(C(=O)Nc2ccc(Cl)cc2)n2ncnc2N1 (stereo not drawn)	0.1	-3	-1.3	0.4	-1.2	-1	2	-6	-5	4	-1.7
CC1(C)Cc2c(c(N3CCOCC3)nc3sc(C(=O)Nc4ccccc4)c(N)c23)CO1	3.3	-33	-0.6	0.9	6.2*	-155	4	-2	-234	-3	12*
O=S(=O)(Nc1ccc(N=Nc2ccccc2)cc1)c1ccccc1	-1.5	8	-1.2	0.1	2.8	7	-3	3	6	2	-2.6
O=C(Nc1ccc(N2CCOCC2)cc1)c1cccc(S(=O)(=O)N2CCCCCC2)c1	-1.3	-2	-1.8	-0.9	-1.3	-1	-4	-2	1	3	-4.6
COc1ccc(C(=O)N(Cc2nc(-c3ccc(C)cc3)no2)C(C)C)cc1OC	-0.7	1	-0.7	-0.9	-1.7	0	-2	-2	2	-1	-4.5
COc1ccc(NS(=O)(=O)c2cccc(C(=O)NCC(c3ccco3)N3CCCCC3)c2)cc1 (stereo not drawn)	-0.4	0	-1.2	-1.0	-1.9	-2	-1	0	-5	-1	-1.9
Cc1ccc(/C=C/C(=O)Nc2sc(C)c(C)c2C(=O)OC(C)C)o1	-1.0	-4	-0.3	0.0	-0.6	-6	1	-1	-11	8	0.2
O=C(CNC(=O)c1cccc(Cl)c1)NCC(c1cccs1)N1CCOCC1 (stereo not drawn)	-0.5	-3	-0.9	0.9	-1.5	-1	2	0	-10	-4	1.5
CCc1nn2c(=O)cc(COC(=O)c3ccc(SC)cc3OC)nc2s1	0.2	4	-1.6	0.6	-0.3	1	3	-2	-3	1	-1.9
CCOC(=O)c1cccc(-c2c(-c3ccccc3)ncc3cc(OC)c(OC)cc23)c1	0.5	1	-1.1	0.5	-0.6	-4	12*	6	-9	1	4.5
Cc1ccc(-c2nc(COC(=O)c3c(C)noc3C)cs2)cc1	0.1	2	-1.7	-1.2	-1.0	-1	-3	1	2	-2	3.9
CCCn1c(SCC(=O)Nc2cccc(S(=O)(=O)N3CCCC3)c2)n[nH]c1=O	-0.1	-4	-1.2	0.1	-0.4	-1	2	4	-6	3	2.3

Ordered by length of the SMILES (lowest first): part of the list above.
SMILES	DAX1 inh-1	ADAM17 inh	ssDAF-12 act	DAX1 inh-2	hcDAF-12 act	PLC-gamma1 inh	SMARCA2 act	Rev-erbA mod	PLC-beta3 inh	MBD2 inh	hgDAF-12 ag
COc1ccc(C(=O)N(Cc2nc(-c3ccc(C)cc3)no2)C(C)C)cc1OC	-0.7	1	-0.7	-0.9	-1.7	0	-2	-2	2	-1	-4.5
CCOC(=O)c1cccc(-c2c(-c3ccccc3)ncc3cc(OC)c(OC)cc23)c1	0.5	1	-1.1	0.5	-0.6	-4	12*	6	-9	1	4.5
CC1(C)Cc2c(c(N3CCOCC3)nc3sc(C(=O)Nc4ccccc4)c(N)c23)CO1	3.3	-33	-0.6	0.9	6.2*	-155	4	-2	-234	-3	12*

Next records.
SMILES	DAX1 inh-1	ADAM17 inh	ssDAF-12 act	DAX1 inh-2	hcDAF-12 act	PLC-gamma1 inh	SMARCA2 act	Rev-erbA mod	PLC-beta3 inh	MBD2 inh	hgDAF-12 ag
S=c1[nH]nc(C2CCCCC2)n1/N=C/c1ccc(Br)s1	0.3	-3	-1.0	-0.6	-0.6	1	-5	5	-1	4	-0.3
Nc1nnc(SCC(=O)NC2CCCCC2)n1-c1ccccc1	-0.7	-4	-0.9	-0.3	-0.8	-4	-4	1	1	7	-1.6
CC1CCCC(NC(=O)COC(=O)c2sc3ccccc3c2Cl)C1C (stereo not drawn)	0.3	1	-1.1	-0.5	0.0	1	1	-2	0	2	3.9
CCN(C(=O)COC(=O)C1=COCCO1)c1ccccc1	0.3	-1	-1.4	-0.7	0.4	3	6	-3	-3	-5	0.3
Cc1ccc(C2=NNC(=O)C(c3c[nH]c4ccccc34)C2)cc1 (stereo not drawn)	0.5	3	-0.8	-0.4	-0.1	-1	-2	6	0	3	2.8
CCCCCC1CC(CC(=O)Nc2nncs2)C(=O)O1 (stereo not drawn)	0.4	0	-1.2	-0.5	-3.3	2	2	-3	2	1	-2.5
O=C(O)C(Cc1c[nH]c2ccccc12)N1CCS(=O)(=O)CC1 (stereo not drawn)	0.6	-7	0.6	-0.4	2.0	-3	-1	1	-6	7	2.9
O=C(Cn1ncc2c3ccccc3n(Cc3ccccc3F)c2c1=O)NCC1CCCO1 (stereo not drawn)	0.2	-4	-1.1	-0.1	-1.4	-1	-2	1	-11	-4	-1.5
CN(CC(=O)Nc1cccc(F)c1)C(=O)c1ccc(N2CCCCC2)c([N+](=O)[O-])c1	-2.7	1	-1.6	-2.6	-1.1	2	-5	2	-6	0	-1.2
COC(=O)c1ccc(NC(=O)COc2coc(CN3CCc4ccccc43)cc2=O)cc1	1.0	-2	-0.1	-0.4	-0.8	0	2	-2	-4	1	1.2
Cc1ccc(C2=NS(=O)(=O)N(C)C(C(=O)Nc3cc(C)n(CC(=O)N4CCCCC4)n3)=C2)cc1	0.4	0	-1.3	-1.7	0.2	6	-1	-3	3	-2	-0.4
COc1ccc(Cl)cc1S(=O)(=O)N1CCN=C1Cc1ccccc1	0.3	-2	-1.7	2.4	-1.5	1	1	2	-1	-5	-1.6
CSc1nc(NS(=O)(=O)c2cc(Br)ccc2Br)cc(=O)[nH]1	2.5	1	-1.3	-0.1	-2.3	0	-1	2	-8	-6	-1.9
O=C(CCNC(=O)c1ccc([N+](=O)[O-])cc1)Nc1ccc(Cl)c(S(=O)(=O)N2CCOCC2)c1	0.7	1	-1.2	-2.5	-3.1	0	-4	-7	-6	-5	-3.8
CCOc1ccc(-n2c(C)cc(/C=C3/C(=N)N4C(=NC3=O)SN=C4S(C)(=O)=O)c2C)cc1	0.4	-6	-1.2	-0.3	0.1	-18	1	2	-23	-8	1.1
O=C(NCc1ccco1)C1(c2ccc(Br)cc2)CCCC1	-0.5	-3	-2.1	-0.3	-1.7	0	1	-4	2	-1	-0.6
COc1ccc(CN(C)CC(=O)N(C)CC(=O)Nc2ccccc2Br)cc1F	1.3	-4	-1.8	-0.3	-0.2	2	-3	1	-4	2	-0.5
CCOC(=O)Nc1cc(NC(=O)OCC)ncn1	0.2	-3	-1.3	-0.8	-0.1	-2	-4	-3	-2	-3	-1.6
CC(NS(=O)(=O)c1ccc2c(c1)C(C)(C)C(=O)N2C)c1ccccc1 (stereo not drawn)	0.5	3	-1.1	-0.1	0.7	3	6	8	2	-4	-2.7
C/C(=N\NC(=O)c1c(Cl)cnn1C)c1cccc(NC(=O)c2ccc(C)cc2)c1	0.4	3	-0.3	3.3	0.2	0	2	-5	-5	-3	3.3
Cc1ccc(S(=O)(=O)NCCSc2ncccn2)cc1	-0.3	-2	-0.9	-0.1	1.4	-1	-1	-4	3	-1	-0.2
Cc1cc(OC(=O)c2ccc(Cl)cc2Cl)c([N+](=O)[O-])c(=O)[nH]1	2.0	2	-1.3	-0.7	-0.9	5	-2	-2	8	-5	-0.7
Cc1ccc(S(=O)(=O)Nc2ccnc3ccccc23)cc1	-0.2	2	-1.4	-0.3	-0.7	-7	-2	-8	-12	1	-1.5
CCOC1=C2CN(S(=O)(=O)c3ccc(C)cc3)C(c3ccccc3)CC2N(S(=O)(=O)c2ccc(C)cc2)C(c2ccc(Br)cc2)C1 (stereo not drawn)	.	0	-1.0	0.1	0.2	2	-2	1	9	-1	-3.6
CCN(CCNC(=O)C1CCCN(S(=O)(=O)c2cnc[nH]2)C1)c1ccccc1 (stereo not drawn)	0.1	-6	-0.8	-0.6	0.0	-4	0	-4	2	6	0.8
Cc1cc(C)nc(N2CCN(C(=O)CSc3nc4ccccc4nc3N3CC(C)OC(C)C3)CC2)n1 (stereo not drawn)	.	0	-0.4	-1.1	-2.8	-2	-1	3	-3	-4	3.5
FC(F)(F)c1nnc2c(Sc3ccccn3)nc3ccccc3n12	0.7	-4	-0.1	0.4	5.6*	0	2	-2	-2	6	6.8
Oc1ccccc1/C=N/Nc1ccnc(SCc2ccccc2)n1	2.0	4	-0.3	0.7	4.5	2	0	9	-2	-5	3.6
CCc1ccccc1Nc1nc2ccccc2[nH]1	.	0	-2.2	-0.1	-0.9	1	2	4	-4	2	-1.0
COc1ccccc1OC(C)C(=O)Nc1ccccc1C(=O)NCC1CCCO1 (stereo not drawn)	0.5	0	-1.2	0.0	-1.0	2	-2	0	-1	3	-3.1
Cc1ccc(-n2cc(CNCCc3ncc(C)[nH]3)c(-c3ccc(F)cc3)n2)cc1	-0.2	3	-1.3	0.0	-2.0	6	0	7	3	-4	1.9
O=C(O)c1c2c(nc3ccc(S(=O)(=O)N4CCC(C(=O)NC5CCCC5)CC4)cc13)CCCCC2	-1.0	-5	-0.8	1.4	0.6	-3	-3	1	-3	5	1.9
OC(COc1ccc(Cl)cc1)CN1CCC(Cc2ccccc2)CC1 (stereo not drawn)	-0.1	-3	-1.2	1.5	0.5	7	-2	8	-7	10	1.3
S=C(NCCCN1CCOCC1)NC1CCCC1	-0.1	-5	-0.8	0.2	-1.9	-2	-5	-6	-150	4	-5.4
Cc1ccc(OC(=O)c2ccc(C)c(C)c2)cn1	-0.5	-2	-0.8	0.1	-0.6	1	6	-5	0	-2	1.4
O=C(NCCCn1ccnc1)/C(=C/c1ccc(F)cc1)NC(=O)c1ccccc1	-0.2	-2	-1.0	0.5	-0.7	-3	-3	-2	-11	1	1.1
CCOC(=O)C1CCN(Cc2ccc(N(C)C)cc2)CC1	-1.8	-3	-1.0	-0.3	-0.9	1	-1	-4	2	2	-0.9
O=c1oc2c(CN3CCOCC3)c(O)ccc2c2ccccc12	0.1	-5	-0.9	0.7	0.2	-172	4	-8	-198	6	6.5
O=C1[C@H](Oc2ccccc2)[C@@H](c2ccncc2)N1c1ccncc1	1.9	-6	-0.7	1.1	-0.7	0	-5	-2	1	-4	0.3
C/C(CCc1ccc2c(c1)OCO2)=N\N=C1\NC(=O)CC(C(=O)Nc2ccccc2F)S1 (stereo not drawn)	-0.9	1	-1.3	-0.7	-0.5	-4	3	0	-7	6	1.6
O=C(O)CCCCCNc1nc2ncn(Cc3ccccc3)c2c(=O)[nH]1	-0.4	-3	-1.3	0.3	0.9	-6	0	-3	-3	6	-1.2
CN(C)S(=O)(=O)c1ccc(C(=O)Nc2ccc3c(c2)CCC3)cc1	-0.1	1	-1.1	-0.3	0.3	0	1	-4	-7	-4	0.9
